Screening data as filed in PubChem.
BLM inh: qHTS Assay for Inhibitors of Bloom's syndrome helicase (BLM); RecQ-like DNA helicase BLM (Homo sapiens), P54132; recombinant BLM DNA unwinding, fluorescence dequenching; Potency, µM (highest dose often 56.1 µM), for the others: at the highest dose activity change, negative = inhibition, hits mostly inhibitors; actives 0.2% (n = 350,000);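 further: plate controls were vehicle for no effect and no enzyme for full effect; nearly all actives have a fitted effect of over 35% in size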
PGK inhibitor: qHTS Assay to Find Inhibitors of Phosphoglycerate Kinase; PGK/GAPDH coupled, Kinase-Glo luminescence, 60 min; AID 602233, 2012; Potency, µM (doses to about 57.5 µM), without a hit: at the highest dose activity change, negative = inhibition, most hits filed as inhibitors; actives 0.043% (n = 380,000); further: on the % scale 0 is the no-effect control and ±100 the full control effect; nearly all actives have a fitted effect of over 60% in size
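Recombinant glycosomal PGK reaction used 1,3-bisphosphoglycerate generated in-well by GAPDH (100nM final) in 100mM TEA pH 7.6, 5mM MgCl2, 0.01% Tween-20. After 60 minutes at room temperature, ATP was read by Kinase-Glo Plus luminescence end-point.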
BAZ2B block: qHTS Assay for Inhibitors of BAZ2B; actives 4.4% (n = 360,000); AID 504333, 2011; AlphaScreen BAZ2B-H3K14Ac peptide displacement; Potency, µM (top dose mostly 114 µM), for the others: at the highest dose activity change, negative = inhibition, usual class: inhibitors; further: on the % scale 0 is the no-effect control and ±100 the full control effect; nearly all actives have a fitted effect of over 60% in size
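AlphaScreen luminescence quantifies BAZ2B engagement of H3K14Ac peptide; the protein and biotinylated peptide are both at 50 nM final, buffer PBS pH 7.4 with 0.01% Tween-20, all steps at room temperature.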
JMJD2A Tudor: qHTS Assay for Inhibitors of JMJD2A-Tudor Domain. Lysine-specific demethylase 4A (Homo sapiens), O75164. AlphaScreen JMJD2A-Tudor / H3K4me3 peptide binding. Potency, µM (doses to about 114 µM), for inactives: top-dose activity change, negative = inhibition, actives largely listed as inhibitors. actives 4.4% (n = 390,000); further: on the % scale 0 is the no-effect control and ±100 the full control effect; nearly all actives have a fitted effect of over 50% in size
Target sequence (O75164 whole entry, looked up, the tested form may be a part): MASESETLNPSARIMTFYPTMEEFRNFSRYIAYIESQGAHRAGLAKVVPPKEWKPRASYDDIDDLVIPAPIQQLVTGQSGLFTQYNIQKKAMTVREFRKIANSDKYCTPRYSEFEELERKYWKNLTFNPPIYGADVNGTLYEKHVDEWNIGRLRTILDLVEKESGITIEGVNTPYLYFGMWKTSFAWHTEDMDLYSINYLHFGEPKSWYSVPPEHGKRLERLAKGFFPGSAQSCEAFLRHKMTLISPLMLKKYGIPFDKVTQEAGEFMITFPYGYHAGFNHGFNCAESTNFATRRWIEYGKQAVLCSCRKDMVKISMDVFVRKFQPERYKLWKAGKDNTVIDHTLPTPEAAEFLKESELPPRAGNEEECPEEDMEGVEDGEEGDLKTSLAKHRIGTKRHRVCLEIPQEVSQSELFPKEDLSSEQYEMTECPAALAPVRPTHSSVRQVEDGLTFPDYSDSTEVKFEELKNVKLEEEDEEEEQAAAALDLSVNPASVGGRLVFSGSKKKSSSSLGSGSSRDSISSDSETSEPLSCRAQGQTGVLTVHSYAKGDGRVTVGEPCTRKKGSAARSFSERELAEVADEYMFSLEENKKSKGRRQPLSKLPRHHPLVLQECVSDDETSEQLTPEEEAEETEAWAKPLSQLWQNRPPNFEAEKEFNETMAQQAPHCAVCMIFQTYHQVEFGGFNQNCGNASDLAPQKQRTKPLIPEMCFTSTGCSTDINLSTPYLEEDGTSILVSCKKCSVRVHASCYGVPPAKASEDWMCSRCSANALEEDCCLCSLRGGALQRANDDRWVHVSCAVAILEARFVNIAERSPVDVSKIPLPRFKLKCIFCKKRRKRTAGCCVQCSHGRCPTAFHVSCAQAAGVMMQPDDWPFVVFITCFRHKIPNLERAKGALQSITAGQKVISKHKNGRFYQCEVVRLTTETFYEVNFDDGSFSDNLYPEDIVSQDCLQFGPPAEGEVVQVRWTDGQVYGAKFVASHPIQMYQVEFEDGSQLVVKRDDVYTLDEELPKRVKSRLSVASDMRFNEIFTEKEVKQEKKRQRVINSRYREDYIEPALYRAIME
Pin1 inh: qHTS Assay to Find Inhibitors of Pin1 | Peptidyl-prolyl cis-trans isomerase NIMA-interacting 1 (Homo sapiens), Q13526 | Pin1 FP peptide displacement, HiFluor488, 10 min | Potency, µM (top dose mostly 115 µM), for inactives: at the top dose activity, negative = inhibition, usual class: inhibitors | actives 0.009% (n = 390,000) | AID 504891, 2011; active means well fitted inhibition curve with a large enough effect in the polarisation, with a control signal flat, not every such curve was filed as active; inconclusive means small, poorly fitted or top-dose-only effect, or effect the other way, or a change in a side signal; inactive means no such curve, though single readings can be large or run the other way; the % refers to the polarisation; further: on the % scale 0 is the no-effect control and ±100 the full control effect
HP1b binding inh: HTS for Inhibitors of HP1-beta Chromodomain Interactions with Methylated Histone Tails; Chromobox protein homolog 1 (Homo sapiens), P83916; AlphaScreen HP1-beta / biotin-H3K9me3 peptide binding; Potency, µM (highest dose often 114 µM), inactives show at the highest dose activity change, negative = inhibition, hits mostly inhibitors; actives 0.56% (n = 390,000); AID 540317, 2011; further: nearly all actives have a fitted effect of over 70% in size; inactives centre near 23
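Compound inhibition of the preformed complex between 50 nM HP1-beta and 50 nM biotinylated H3K9me3 peptide was read by AlphaScreen. Buffer was PBS pH 7.4 with 0.01% Tween-20. Incubations ran 30 min at room temperature, with 10 ug/mL donor/acceptor beads.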
G9a inh: qHTS Assay for Inhibitors of Histone Lysine Methyltransferase G9a; Potency, µM (highest dose often 102 µM), for inactives: top-dose activity, negative = inhibition, actives largely listed as inhibitors; Histone-lysine N-methyltransferase EHMT2 (Homo sapiens), Q96KQ7; G9a H3K9 monomethylation, AlphaScreen, 2 h; actives 8.8% (n = 350,000); further: on the % scale 0 is the no-effect control and ±100 the full control effect; nearly all actives have a fitted effect of over 75% in size
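Chemiluminescent proximity detection of H3K9 monomethylation, read after 10 min bead incubation in the dark. Reaction: 20 nM G9a, 500 nM biotin-H3K9 peptide, 20 uM SAM cofactor, 2 h, room temperature, following 15 min enzyme-compound preincubation.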
GLS inhibitor: qHTS for Inhibitors of Glutaminase (GLS); Potency, µM (series often up to 45.5 µM), for the others: at the highest dose activity change, negative = inhibition, actives largely listed as inhibitors; AID 624170, 2012; actives 0.21% (n = 410,000); Glutaminase kidney isoform, mitochondrial (Homo sapiens), O94925; GLS enzymatic activity, qHTS titration; further: on the % scale 0 is the no-effect control and ±100 the full control effect
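Glutamate formation by hKGA was monitored fluorometrically using coupled glutamate oxidase, HRP and Amplex Red. Substrate was added as 1 mM L-glutamine solution; incubation was 30 min at RT after an initial read.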
POLI inh: qHTS for Inhibitors of Polymerase Iota; DNA polymerase iota (Homo sapiens), Q9UNA4; AID 588590, 2011; Potency, µM (titrated, usually from 115 µM), for inactives: at the highest dose activity, negative = inhibition, hits mostly inhibitors; actives 1% (n = 390,000); Pol iota fluorescent replication assay, 10 min
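Pol iota at 10 nM preincubated 15 min with compounds at room temperature; reaction started with fluorescent substrate, 50 nM final. Fluorescence read kinetically at 0 and 10 min; buffer-only wells as negative control.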
* hit, by the source's call; i = inactive; ? = inconclusive; · = not tested or not shown; & = joins results of further samples; [ ] = remark or other dose. Unless noted, the call rests on the fitted dose curve; in most records, active means well fitted curve in the direction sought with a large enough effect; inconclusive means small, poorly fitted or top-dose-only effect, or another doubt; inactive means no such curve, though single readings can be large; an effect the other way counts as inactive or inconclusive. Potency means the concentration at half of the fitted maximal effect. Not all compounds are listed. The share of hits here may be higher or lower than overall.

entry	BLM inh	PGK inhibitor	BAZ2B block	JMJD2A Tudor	Pin1 inh	HP1b binding inh	G9a inh	GLS inhibitor	POLI inh	SMILES
1	-12%	-2%	8%	-24%	?	13%	11%[59 µM]	-9%	3%	Cc1ccc(/C(=N\O)c2oc3c(C)c4oc(=O)cc(C)c4cc3c2C)cc1
2	-3%	6%	0%	-17%	2%	8%	26%	1%	-12%	CC(C)CC(=O)Nc1c2c(nn1-c1cccc(Cl)c1)CS(=O)(=O)C2
3	-1%	-8%	?	-18%	-3%	-4%	8%[59 µM]	23%	29%	COc1ccc(OC)c(NC(=O)N2CCN(Cc3nc4ccc(C)cc4o3)CC2)c1
4	-2%	i	-18%	-9%	5%	18%	-8%	1%	3%	Cc1ccc(CN2C(=O)CCC2C(=O)NCCN2CCN(c3cccc(Cl)c3)CC2)cc1 (centres undefined)
5	-11%	-9%	-13%	-12%	-3%	-3%	3%[59 µM]	-3%	-22%	CCc1ccc(CNC(=O)CSc2cc(=O)n(C)c3ccc(Cl)cc23)cc1
6	100%[activator]	-7%	0%	-31%	43%[activator]	10%	-12%[59 µM]	15%	3%	CCc1ccccc1NC(=S)/N=C(\N)Nc1nc(C)c2cc(C)ccc2n1
7	-3%	0%	-22%	5%	-13%	35%	-4%	-3%	27%	Cc1[nH]nc(SCC(=O)NCCc2ccccc2)c1[N+](=O)[O-]
8	2%	2%	-3%	-10%	-1%	19%	7%[59 µM]	5%	9%	CCOc1cc(C(=O)NCCN2CCOCC2)cc(OCC)c1OCC
9	·	-4%	8%	-19%	-1%	15%	?	-3%	25%	COc1ccccc1CNC(=O)COC(=O)CNS(=O)(=O)c1ccc(NC(C)=O)cc1
10	-6%	-5%	-1%	-6%	27%	27%	7%[59 µM]	4%	36%[activator]	Cc1cc(NC(=O)C2CCN(S(=O)(=O)c3ccc(Br)s3)CC2)ccc1Br
11	-7%	-8%	-39%	-31%	1%	-34%	?	28%	42%[activator]	COc1ccc(N2CCCn3c2nc2c3c(=O)n(Cc3ccc(C)cc3)c(=O)n2C)c(OC)c1
12	-7%	-2%	-29%	-10%	15%	16%	8.9µM*	29%	-1%	COc1cc2c(cc1OC)C(c1ccccc1O)N(C1CC(=O)N(c3ccccc3)C1=O)CC2 (centres undefined)
13	-1%	-9%	11%	-5%	7%	37%[activator]	1%[59 µM]	-1%	0%	Nc1nnc(SCc2ccc(F)cc2Cl)s1
14	0%&-1%	5%&6%	-9%&-12%	-22%&6%	0%&-3%	14%[57 µM]	47%	0%&-3%	11%&-29%	O=C(NCCc1ccccc1)c1ccc(CS(=O)(=O)c2ccc(Br)cc2)o1
15	-2%	-2%	?	-31%	7%	-6%	-40%	14%	?	O=C(CCCN1C(=O)/C(=C\c2cccs2)SC1=S)Nc1ccc(C(=O)O)cc1
16	·	-11%	9%	-10%	0%	13%	50µM*	1%	24%	CCOc1ccccc1OCCCC(=O)N(CC)CC(=O)Nc1ccc(NC(C)=O)cc1
17	1%	2%	8%	-11%	-4%	18%	-9%	8%	-12%	O=C(CCN1CCN(c2ccccc2)CC1)Nc1ccc(OCc2ccccc2)cc1
18	-4%	-6%	4%	-20%	-2%	19%	-10%[0.0925 µM]	2%	4%	O=C(CN1CCN(C(=O)c2ccco2)CC1)Nc1cc(Cl)ccc1Cl
19	-4%	-4%	-5%	-13%	-5%	37%[activator]	9%[59 µM]	-4%	18%	Cc1cn2c(=O)cc(COc3ccc(C(C)(C)C)cc3)nc2s1
20	-10%	-1%	·	-9%	-2%	21%	?	5%	?	CCCOC(=O)C1[C@H]2C(=O)N(C(C)c3ccc(OC)cc3)C[C@]23C=C[C@H]1O3 (some centres undefined)

Structural class: the entries above containing a thiophene ring, fused or not.
entry	BLM inh	PGK inhibitor	BAZ2B block	JMJD2A Tudor	Pin1 inh	HP1b binding inh	G9a inh	GLS inhibitor	POLI inh	SMILES
10	-6%	-5%	-1%	-6%	27%	27%	7%[59 µM]	4%	36%[activator]	Cc1cc(NC(=O)C2CCN(S(=O)(=O)c3ccc(Br)s3)CC2)ccc1Br
15	-2%	-2%	?	-31%	7%	-6%	-40%	14%	?	O=C(CCCN1C(=O)/C(=C\c2cccs2)SC1=S)Nc1ccc(C(=O)O)cc1

Next results.
entry	BLM inh	PGK inhibitor	BAZ2B block	JMJD2A Tudor	Pin1 inh	HP1b binding inh	G9a inh	GLS inhibitor	POLI inh	SMILES
21	-5%	i	5%	3%	-3%	42%[activator]	-8%	1%	-27%	CCOC(=O)N1CCN(Cc2nc3cc(NC(=O)CC(C)C)ccc3n2CC)CC1
22	-2%	-3%	-27%	-21%	-5%	10%[57 µM]	13%[59 µM]	8%	52%[activator]	COc1ccc(CNC(=O)C2=Cc3cccc(OC)c3OC2)cc1OC
23	2%	i	4%	4%	-2%	5%	·	37%[activator]	18%	COCCNC(=S)NC1CC2CCCC(C1)N2Cc1cccs1 (centres undefined)
24	0%	-2%[11.5 µM]	-5%	5%	1%	23%	15%	14%	-6%	COc1ccc(/C=C/C(=O)Nc2cc(C(F)(F)F)ccc2Cl)cc1
25	-1%	-5%	-5%	-19%	-1%	24%	?	-3%	21%	COCCn1c(-c2ccc(OC)c(OC)c2)nc2ccccc21
26	-6%	i	2%	-8%	-4%	27%	?	-1%	35%[activator]	COc1cccc(-n2c(SC)nnc2-c2c[nH]c3ccccc23)c1
27	-2%	i	4%	1%	-1%	21%	6%	1%	3%	CCN(CC)C(=O)Cn1cc(S(=O)(=O)CC(=O)NCc2ccccc2)c2ccccc21
28	-1%	9%	8.9µM*	?	-5%	15%	25µM*	0%	?	C[n+]1ccccc1/C=C/c1c(F)cccc1F
29	-2%	-4%	0%	6%	-6%	24%[57 µM]	13%[59 µM]	-11%	0%	COc1ccc(Br)cc1CNC(=O)C1COc2ccccc2C1 (centres undefined)
30	1%	1%	3%	1%	?	25%[57 µM]	5%[59 µM]	24%	25%	Cc1ccc(CNC(=O)CN2C(=O)C3CCCCN3c3ccc(C(=O)N(C)C)cc32)cc1 (centres undefined)
31	-12%	-1%	-13%	-15%	-11%	36%	8%[12.7 µM]	0%	-8%	COc1ccc([N+](=O)[O-])cc1NC(=O)CS(=O)(=O)c1ccc(C)cc1
32	-7%	-8%	-12%	?	-15%	-1%	?	-11%	-19%	O=C(O)CSCc1nc2cccnc2n1C1CCCCC1
33	0%	-8%	6%	-4%	-1%	30%	8%	-11%	-1%	COc1ccc(CNC(=O)COC(=O)c2ccccc2OCC(=O)Nc2ccc(SC(F)F)cc2)cc1
34	-2%	-8%	-3%	-8%	2%	13%	-13%[59 µM]	4%	32%	Cc1nn(C(=O)N2CCCCC2)c(C)c1CN1C(=O)c2ccccc2C1=O
35	0%	4%	-5%	-10%	-2%	49%[activator]	-9%[12.7 µM]	20%	12%	O=C(c1cccc(F)c1)n1nnc2ccccc21
36	1%	-4%	-29%	-4%	-4%	36%	-31%[59 µM]	-7%	13%	COc1cc(NC(=O)C2CCCC2)c(OC)cc1Cl
37	-3%	4%	0%	-27%	8%	5%	35µM*	6%	4%	CC(=O)c1cccc(NC(=S)N2CCc3ccccc32)c1
38	·	-1%	·	-14%	-6%	32%	·	1%	-9%	CNS(=O)(=O)c1ccc2c(c1)C(=O)c1cc(S(=O)(=O)NC)ccc1CC2
39	-1%	0%	-12%	-14%	2%	6%	16%[59 µM]	-3%	5%	CC1CCCN(S(=O)(=O)c2ccc(NC(=O)C3CCN(C(=O)c4ccco4)CC3)cc2)C1 (centres undefined)
40	0%	i	?	-26%	5%	19%	7%[59 µM]	6%	?	COc1cc2oc(-c3ccc(O)cc3)cc(=O)c2c(O)c1OC
41	3%	9%	7%[57.1 µM]	-6%	1%	13%	-11%[59 µM]	15%	7%	Cc1ccc(N(C)C(=O)Cn2cc(S(=O)(=O)N3CCCC3)c(S(=O)(=O)N3CCCC3)c2)cc1
42	-5%	-4%	1%	-10%	0%	9%	45µM*	-9%	110%[activator]	Cc1ccsc1/C=C1/SC(N2CC(C)OC(C)C2)=NC1=O (centres undefined)
43	-9%	-8%	-10%	8.9µM*	-1%	-10%	-17%	?	81%[activator]	COc1cc(/C=N/N=C2/SCC(=O)N2c2ccc(O)cc2)ccc1O
44	·	i	·	-8%	-1%	43%[activator]	·	-7%	23%	O=C(CC1C[C@H](C(=O)N2CCOCC2)[C@@]2(CCC3CCCC3)c3[nH]c4ccccc4c3CCN2C1=O)NCc1ccco1 (some centres undefined)
45	·	-7%	-2%	-23%	7%	8%	-8%	5%	12%	CCCCn1c(N)c(N(CCOC)C(=O)c2ccc(Br)o2)c(=O)[nH]c1=O
46	-10%	-8%	-32%	-25%	7%	12%	·	-4%	27%	Cc1ccc(/C=C/c2onc(C)c2S(=O)(=O)N2CCC(C(=O)N3CCCCC3)CC2)cc1
47	1%	8%	-2%	-1%	-3%	41%[activator]	·	-1%	32%	O=C(Nc1ccccc1)c1cccc2c(Br)cccc12
48	-18%	-2%	-35%	-25%	4%	0%	-3%	3%	137%[activator]	Cc1ccc2cc(CN(CCN(C)C)C(=O)Nc3ccc(Cl)cc3)c(=O)[nH]c2c1
49	·	1%	·	?	66%[activator]	-20%	·	20%	?	CC(C)=CCC/C(C)=C/CNC(=O)C[C@H]1C[C@H](C(=O)N2CCCCC2)[C@@]2(C)c3[nH]c4cc(-c5ccco5)ccc4c3CCN2C1=O
